MBNL1-CUG inh – qHTS Assay for Inhibitors of MBNL1-poly(CUG) RNA binding; Muscleblind-like protein 1 (Homo sapiens), Q9NR56; Potency, µM (highest dose often 57.5 µM), inactives show at the highest dose activity change, negative = inhibition, usual class: inhibitors; TR-FRET MBNL1-His/biotin-(CUG)12 binding, 665/545 ratio; 280,000 tested, 0.036% active; active = well fitted inhibition curve with a large enough effect in the signal ratio, with a control signal flat, not every such curve was filed as active; inconclusive = small, poorly fitted or top-dose-only effect, or effect the other way, or a change in a side signal; inactive = no such curve, though single readings can be large or run the other way; the % refers to the signal ratio; note: % is set by controls: 0 for no effect and ±100 for the full control effect
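TR-FRET readout: Ex 340 nm, 665/545 nm emission ratio, normalized to buffer-only (basal) and MBNL1-(CUG)12 controls. Complex of MBNL1-His with Biotin-(CUG)12, compounds 92 nM–58 uM, incubated 60 min at room temperature.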
p53 reactivation – qHTS assay for re-activators of p53 using a Luc reporter. H1299 p53-A138V BP100-luciferase reporter, luminescence, 24 h. Potency, µM (highest dose often 92.2 µM), for inactives: at the highest dose activity change, positive = activation, hits mostly activators. 320,000 tested, 0.063% active. AID 504706, 2011; note: % of control where 0% means no effect; nearly all actives have a fitted effect of over 45% in size
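H1299 (p53-null), stable ts p53-A138V + BP100-Luc; 1000 cells/well, Opti-MEM/10% FBS; cpd 4 pt, 1:5; 24 h, 37 deg C, 5% CO2; detection reagent 10 min RT; luminescence.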
uPA generation – qHTS for Inhibitors of Cell Surface uPA Generation; 330,000 tested, 0.31% active; cell surface uPA generation assay, qHTS; Potency, µM (titrated, usually from 38.3 µM), for inactives: top-dose activity change, negative = inhibition, usual class: inhibitors; AID 540303, 2011; active = well fitted inhibition curve with a large enough effect; inconclusive = small, poorly fitted or top-dose-only effect; inactive = no such curve, though single readings can be large or run the other way; tested in mouse RAW 264.7 cells; note: % is set by controls: 0 for no effect and ±100 for the full control effect; nearly all actives have a fitted effect of over 55% in size
FLuc modulator – qHTS profiling assay for firefly luciferase inhibitor/activator using purifed enzyme and Km concentrations of substrates (counterscreen for miR-21 project). purified FLuc, Km substrates, luminescence inhibition. Potency, µM (highest dose often 57.5 µM), without a hit: at the top dose activity change, negative = inhibition, most hits filed as inhibitors. 360,000 tested, 6.9% active;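 note: plate controls were vehicle for no effect and reference inhibitor for full effect; nearly all actives have a fitted effect of over 55% in size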
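Biochemical qHTS of compounds, final roughly 60 µM downward over six points, against 10 nM purified firefly luciferase using Km concentrations of substrates (10 uM D-luciferin, 10 uM ATP) in Tris acetate pH 7.5 buffer; luminescence output.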
NPC1 prom act – qHTS Assay for NPC1 Promoter Activators. Huh7 NPC1 promoter luciferase reporter, 24 h. Potency, µM (top dose mostly 9.22 µM), inactives show at the top dose activation, actives largely listed as activators. 320,000 tested, 2.4% active;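 note: % of control where 0% means no effect; nearly all actives have a fitted effect of over 60% in size; reporter is driven by a mutant NPC1 promoter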
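Stably transfected Huh7 (NPC1 promoter→luciferase), 1500 cells/well in Opti-MEM + 10% FBS, 2 h settle, then compound 24 h at 37 °C. Luminescence after 10 min with Amplite reagent.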
ELG1 genotox – qHTS screen for small molecules that induce genotoxicity in human embryonic kidney (HEK293T) cells expressing luciferase-tagged ELG1. HEK293T ELG1-luciferase reporter, luminescence, 16 h. Potency, µM (series often up to 46 µM), for the others: at the top dose activity change, positive = activation, hits mostly activators. 330,000 tested, 1.3% active; note: % of control where 0% means no effect; nearly all actives have a fitted effect of over 60% in size
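Cells (2,000/well) expressing the ELG1-luciferase fusion are dosed by pin tool and kept 16 hr at 37 °C, 5% CO2. Signal comes from ONE-Glo luciferase reagent after 30 min at room temperature.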
BRCA1 expr up – qHTS Assay to Identify Small Molecule Activators of BRCA1 Expression; MCF7-BRCA1-FFLuc reporter, luminescence, 48 h; response scale: scaled: vehicle 0%, 10 µM genistein 100%; Potency, µM (doses to about 46.1 µM), for the others: at the highest dose activation, actives largely listed as activators; 380,000 tested, 1.1% active; note: nearly all actives have a fitted effect of over 80% in size; some results filed as inactive show a strong effect at the top dose
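Using MCF7 cells harboring a BRCA1 firefly luciferase reporter, plated 2 h before compound pinning, the screen measured luminescence after 48 h incubation. Responses were normalized to DMSO and 10 microM genistein, then fitted for concentration-effect.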
CXXC DNA block – qHTS Fluorescence Polarization Assay for Inhibitors of MLL CXXC domain - DNA interaction; Potency, µM (doses to about 115 µM), for the others: at the top dose activity change, negative = inhibition, most hits filed as inhibitors; 290,000 tested, 0.037% active; MLL-CXXC / FITC-HOXA9 DNA fluorescence polarization; AID 2662, 2010; Histone-lysine N-methyltransferase 2A (Homo sapiens), Q03164; active = well fitted inhibition curve with a large enough effect in the polarisation, with a control signal flat, not every such curve was filed as active; inconclusive = small, poorly fitted or top-dose-only effect, or effect the other way, or a change in a side signal; inactive = no such curve, though single readings can be large or run the other way; the % refers to the polarisation
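Fluorescence polarization: 7 uM MLL-CXXC (stock) preincubated 5 min with compounds, then 50 nM fluorescein-HOX-A9 DNA (stock) added; 30 min ambient. Buffer 50 mM Tris-HCl pH 7.5, 50 mM NaCl, 1 mM DTT, 0.05% BSA.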
Rab9 prom act – qHTS Assay for Rab9 Promoter Activators; Huh7 Rab9 promoter-luciferase reporter, luminescence, 24 h; Potency, µM (doses to about 9.22 µM), without a hit: at the highest dose activation, negative = inhibition, hits mostly activators; 320,000 tested, 2.8% active; note: % of control where 0% means no effect; nearly all actives have a fitted effect of over 60% in size
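Using Huh7 cells stably transfected with Rab9 promoter–luciferase, compounds were incubated 24 h at 37 °C, 5% CO2; luciferase luminescence was read 10 min after reagent addition.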
Gal4-VP16 FLuc – VP16 counterscreen qHTS for inhibitors of ROR gamma transcriptional activity; Drosophila S2 Gal4-VP16 UAS-luciferase, luminescence, 20 h; 310,000 tested, 3.5% active; Potency, µM (top dose mostly 53.6 µM), for inactives: top-dose activity, negative = inhibition, hits mostly inhibitors;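 note: Gal4-VP16 expression switched on by copper sulfate through the metallothionein promoter; % is set by controls: 0 for no effect and ±100 for the full control effect; nearly all actives have a fitted effect of over 50% in size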
RORg inh – qHTS for inhibitors of ROR gamma transcriptional activity; Nuclear receptor ROR-gamma (Mus musculus), P51450; Drosophila S2 Gal4-RORgamma UAS-luciferase reporter, 20 h; Potency, µM (highest dose often 53.6 µM), for the others: top-dose activity change, negative = inhibition, most hits filed as inhibitors; 310,000 tested, 5.4% active; AID 2551, 2010; note: % is set by controls: 0 for no effect and ±100 for the full control effect; nearly all actives have a fitted effect of over 60% in size
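Using a luciferase readout, inhibitors were identified by reduced reporter activity in Drosophila cells coexpressing a copper-inducible Gal4–ROR gamma fusion and UAS-driven Photinus luciferase, incubated 20 hr after 700 uM copper sulfate.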
The depositor's hits bear a star; ? = inconclusive; · = not tested or not shown; [ ] = another dose, or the depositor's remark. Unless noted, calls come from the whole dose curve; as a rule, active = well fitted curve in the direction sought with a large enough effect; inconclusive = small, poorly fitted or top-dose-only effect, or another doubt; inactive = no such curve, though single readings can be large; an effect the other way counts as inactive or inconclusive. Potency is the fitted concentration of half-maximal effect. An excerpt. The share of hits here may be higher or lower than overall.

canonical_smiles | MBNL1-CUG inh | p53 reactivation | uPA generation | FLuc modulator | NPC1 prom act | ELG1 genotox | BRCA1 expr up | CXXC DNA block | Rab9 prom act | Gal4-VP16 FLuc | RORg inh
COCC1CCCN(C(=O)c2ccc3nc(Cc4cccc(Cl)c4)oc3c2)C1 (stereo not given) | -1.3% | 16.6% | -8.6% | 13.5µM* | 3.16µM* | ? | 77.1% | 3.0% | 2.24µM* | 15.2% | ?
O=C(COc1ccc(Cl)cc1)NCCNC(=O)c1cnccn1 | -5.5% | 1.1% | -0.3% | 1.9% | -1.5% | 1.8% | -4.1% | -3.7% | 2.7% | 6.7% | 1.7%
CCCOc1ccc(-c2c(C(=O)N/N=C/c3ccc(C)o3)nnn2-c2nonc2N)cc1 | 2.1% | 17.4% | -0.9% | -0.1% | 2.1% | 1.2% | -1.3% | 10.3% | -4.3% | 5.62µM* | 3.55µM*
CC1(C)Cc2c(cnn2-c2ccccc2)C(NC(=O)CCN2CCCC2=O)C1 (stereo not given) | -5.1% | 7.7% | -10.0% | 3.5% | 0.3% | -1.8% | -8.2% | 7.5% | 0.5% | -10.6% | -9.9%
O=C(c1cccc2ccccc12)N1CCN(CC2CC=CCC2)CC1 (stereo not given) | -8.1% | -1.5% | -15.0% | -2.0% | 1.4% | -9.2% | -4.1% | 6.5% | 1.5% | 13.6% | -14.0%
CCCOc1ccc(C(=O)Nc2ccc(N3CCN(C(C)=O)CC3)cc2)cc1 | ? | -8.6% | 3.8% | -16.8% | -1.7% | -3.7% | -8.3% | -6.0% | -5.4% | -6.7% | 18.7%
COc1ccccc1N1CCN(S(=O)(=O)c2ccc3c(c2)CC(C)N3C(C)=O)CC1 (stereo not given) | -4.7% | -1.4% | 2.6% | -0.8% | -3.5% | -3.4% | -12.5% | -3.2% | -3.1% | 17.9% | 36.6%
COc1cc([N+](=O)[O-])ccc1NC(=O)Cc1ccc(C)cc1 | ? | -3.8% | 8.9% | -5.7% | -7.5% | -2.2% | 0.7% | -6.6% | -7.5% | 25.1% | 44.6%
Cc1nc2ccccc2n1Cc1ccccc1Br | -0.1% | · | -4.7% | 5.8% | -23.4% | -0.6% | -21.1% | 12.4% | -15.9% | 12.6µM* | ?
Cc1nn(CC(=O)NCc2ccc(-n3cccn3)cc2)c(C)c1[N+](=O)[O-] | 0.5%[11.5 µM] | -10.1% | 5.2% | 3.5% | -2.2% | -3.4% | -6.6% | 8.7% | -5.2% | -1.9% | -2.8%
O=C(c1cc2c(cc1Br)OCCCO2)N1CCCCC1 | · | 8.1% | 0.7% | 2.3% | -0.4% | 1.3% | 4.6% | 2.5% | -5.0% | 13.0% | 13.7%
CCOC(=O)c1cc(C)n(-n2cnnc2)c1C | 7.4% | 1.0% | · | 1.9% | -1.2% | -3.6% | 0.8% | -3.3% | 3.6% | -6.7% | -13.6%
CN(C(=O)N1CCN(S(=O)(=O)c2ccccc2)CC1)c1ccccc1 | -4.8% | -8.2% | 4.3% | 0.5% | -3.6% | 7.9% | -4.9% | -24.6% | -4.3% | 0.9% | 79.7%
CN(Cc1ccccc1)S(=O)(=O)c1ccc(OCC(=O)NCc2ccncc2)cc1 | -21.8% | -3.1% | 1.5% | -11.6% | -1.9% | -8.7% | -15.0% | 6.7% | -4.5% | 4.2% | 6.2%
CC(C)(c1ccccc1)c1ccc(OCCN2CCCC2)cc1 | 1.6% | -11.4% | -5.0% | 0.1% | -0.7% | -5.0% | 11.1% | 2.8% | 0.3% | -7.2% | -9.7%
CC1CCN(C(=O)CCc2nnc3ccc(NCCCN4CCCC4=O)nn23)CC1 | -3.0% | 1.2% | -5.1% | -1.0% | -2.0% | 0.0% | 12.3% | -21.5% | -5.9% | 2.3% | 0.3%
Cc1nn(C)c(C)c1CN(C)C(=O)C1(C)CC1(Br)Br (stereo not given) | -6.6% | -2.1% | -4.3% | -0.5% | -0.1% | 0.0% | -3.0% | 12.1% | 1.7% | -0.8% | -12.8%
CCOC(=O)c1c(CC(C)C)csc1NC(=O)COC(=O)c1cc(OC)c(OC)cc1[N+](=O)[O-] | 0.5% | -7.8% | ? | 3.8% | -4.5% | -3.1% | -3.1% | -9.5% | -6.3% | -4.6% | -8.7%
COc1cc(OC)c(C2C3=C(CCCC3=O)Nc3nc4ccccc4n32)cc1OC (stereo not given) | 7.8% | 2.3% | -0.9% | 10.8% | -0.3% | 11.7% | -18.1% | 11.2% | 7.0% | -4.4% | -19.6%
Cc1cccc(C(=O)N/C(=C\c2ccco2)C(=O)N2CCCC2)c1 | 21.5% | -1.9% | 9.2% | -10.9% | -5.3% | 6.0% | -4.4% | -11.5% | -5.2% | 3.3% | -5.5%
Fc1cccc2sc(Nc3nnc(-c4ccccc4)o3)nc12 | 27.4% | ? | -11.8% | 3.01µM* | 2.51µM* | ? | -65.7%[inhibitor] | 0.1% | 3.16µM* | 2.51µM* | 1.78µM*
COCCOC(=O)c1c(C)oc2ccc(O)c(CN3CCC(C)CC3)c12 | -6.0% | 0.8% | -9.4% | 0.8% | -8.5% | -0.6% | -17.1% | 2.9% | 1.6% | -2.9% | 18.5%
COc1ccc(Cl)cc1NC(=S)N(Cc1ccc(C(=O)O)cc1)Cc1ccc(OC)c(OC)c1 | 0.3% | -3.3% | -3.1% | ? | 1.8% | 1.2% | 6.4% | -6.0% | -1.6% | -13.6% | -1.9%
CC(=O)/C(N)=N/Nc1cccc(Cl)c1 | 18.7% | 3.9% | 0.5% | -2.8% | 1.1% | 0.2% | -22.2% | -0.5% | -16.2% | 7.5% | 19.1%
Cc1onc(-c2ccccc2)c1C(=O)N/N=C/c1ccc(Br)cc1 | 5.0% | -12.5% | 4.2% | -2.5% | -0.8% | -4.5% | 1.3% | 4.9% | -8.1% | ? | ?
CCc1cccc(Nc2c([N+](=O)[O-])cc(C(=O)N3CC(=O)Nc4ccccc43)cc2[N+](=O)[O-])c1 | · | -0.3% | -14.0% | -1.8% | -5.6% | -4.6% | -35.7% | 1.9% | -4.9% | 2.8% | -4.2%[10 µM]
COc1ccc(-n2c(-c3ccccc3)nc(=S)c3c2CCCC3)cc1 | ? | -7.9% | -3.8% | 3.6% | 0.9% | -1.2% | -9.9% | 1.8% | -0.2% | ? | 14.1µM*
COc1ccc(CN(C)C(=O)c2ccc(NS(=O)(=O)c3ccc(F)cc3)cc2)c(OC)c1 | -10.4% | -11.2% | -3.9% | 6.8% | 3.4% | -6.8% | 3.2% | 24.9% | 4.7% | -1.2% | 30.7%
COc1ccc(C2CC(=O)n3nc(C45CC6CC(CC(C6)C4)C5)nc3S2)cc1OC (stereo not given) | -1.0% | -2.4% | -0.6% | 1.5% | 0.0% | -3.2% | -0.1% | -3.9% | -4.4% | -16.3% | 0.1%
CC(C)(CNS(=O)(=O)c1ccc2ccccc2c1)N1CCOCC1 | · | 1.6% | -3.0% | 2.5% | 0.3% | 0.5% | 1.3% | · | -3.4% | · | ·
Cc1ccc2c(c1)N(CC(=O)N1CCCC1)C(=O)C(C)O2 (stereo not given) | -14.3% | · | -5.1% | -2.3% | -2.5% | -9.0% | -9.0% | 15.4% | 4.7% | 7.5% | -27.5%
CCc1[nH]c(C)c(C(C)=O)c1C | -7.1% | -6.5% | 0.3% | 5.1% | -3.2% | 1.6% | 0.0% | -7.0% | 9.4% | -1.3% | -1.8%
COc1cc(C2/C(=C(\O)c3ccc4c(c3)OCCO4)C(=O)C(=O)N2c2nnc(C)s2)cc(OC)c1OC (stereo not given) | ? | 10.9% | 0.0% | 6.0% | -2.4% | 0.9% | -8.2% | 28.3% | -0.4% | -9.6% | -18.0%
CCOC(=O)CNC(=O)CN1C(=O)CC(c2ccco2)Sc2ccccc21 (stereo not given) | -4.4% | -1.4% | 2.0% | ? | 0.8% | 4.9% | -11.5% | 4.0% | -1.6% | 15.0% | 16.8%
c1csc(-c2nc(NCC3CCCO3)c3ccccc3n2)c1 (stereo not given) | 8.1% | -2.3% | -2.6% | -0.6% | -4.2% | -13.9% | -17.1%[36.9 µM] | -6.4% | -6.7% | -16.3% | ?
